Source: PubChem (Vanderbilt High Throughput Screening Facility)
Cav32 inh – blocks human Cav3.2 T-type calcium channel. B-score at 10 µM. O95180. 100,000 tested, 4% active. Cav3.2-expressing cells, Fluo-4 calcium fluorescence FDSS; stronger effect = lower value. AID 449739;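 active = single-dose well whose peak fluorescence ratio is a statistical outlier from its plate by either plate-standardised score or position-corrected B-score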
* = called active by the depositor.

How did COC(=O)C1=C(N)Oc2cc(C)n(C)c(=O)c2C1c1ccc(Cl)cc1 (stereo unspecified) do in these assays?
Cav32 inh: -0.9

Results for CCn1c(CNC(=O)c2ccccc2)nnc1SCC(=O)N1CCN(c2ccccc2)CC1 ?
Cav32 inh: 1.2

How did Cn1c(=O)c(C(=O)CN2CCCc3ccccc32)c(N)n(Cc2ccccc2)c1=O do in these assays?
Cav32 inh: -4.1*

What do the screens show for `Cc1noc(C)c1S(=O)(=O)Nc1ccc(C(=O)NCCc2ccccc2)cc1`?
Cav32 inh: 0.42

How did CCC(c1nnnn1Cc1ccco1)N(Cc1cc2cc(OC)ccc2[nH]c1=O)C1CCCCC1 (stereo unspecified) do in these assays?
Cav32 inh: -0.72

What do the screens show for `Cc1c2c([n+]3n1CCC3)CC(C)(C)CC2=O`?
Cav32 inh: 0.0061

How did CCCCn1c(=O)c2ccccc2c2ccccc2c1=O do in these assays?
Cav32 inh: -0.79

What do the screens show for `CCOC(=O)COc1ccc(S(=O)(=O)N2CCc3ccccc3C2)cc1`?
Cav32 inh: -0.58

How did CC/C(=N\O)c1ccc(OC)c(OC)c1 do in these assays?
Cav32 inh: 0.094

How did CSc1ccc2nnc(-c3cccc(F)c3)n2n1 do in these assays?
Cav32 inh: -0.41

What do the screens show for `Clc1ccc(-c2ccnc(Oc3cc(Cl)ccc3Cl)n2)cc1`?
Cav32 inh: -0.32

How did CCCCOC(=O)CSc1nc(N)c(C#N)c(-c2ccc(OC)cc2)c1C#N do in these assays?
Cav32 inh: -0.26

What do the screens show for `Cc1ccccc1Cn1nc(C)c(NC(=O)c2noc3c2CCc2ccccc2-3)c1C`?
Cav32 inh: -6.9*

Results for COC(=O)C(N)CCCCN (stereo unspecified) ?
Cav32 inh: 0.27

Results for Cc1ccccc1Cn1cc(NC(=O)c2noc3c2CC(C(C)(C)C)CC3)cn1 (stereo unspecified) ?
Cav32 inh: -2

Results for Cn1nnnc1SCC(=O)NC(=O)NCc1ccccc1 ?
Cav32 inh: -0.8

What do the screens show for `O=C(NCc1ccco1)c1noc2c1CCCCC2`?
Cav32 inh: 0.33

What do the screens show for `CCOC(=O)N1CCC(NC(=O)c2csc3c2CCCC3)CC1`?
Cav32 inh: 1.7

Results for Cc1cc(C)cc(Nc2cc(=O)n(C3CCCCC3)c(=O)[nH]2)c1 ?
Cav32 inh: -3.2

How did CC(C)c1nc(-c2ccccc2)c(-c2ccccc2)[nH]1 do in these assays?
Cav32 inh: 0.28

What do the screens show for `O=C(CCn1c(=O)c2ccccc2n(CC(=O)NCCC2=CCCCC2)c1=O)NCc1ccco1`?
Cav32 inh: 0.54

What do the screens show for `COc1cc(O)c(C(CC(=O)N2CCN(c3ccccc3)CC2)c2ccc(N(C)C)cc2)c(OC)c1` (stereo unspecified)?
Cav32 inh: -1

Results for Cn1c(N)c(C(=O)COC(=O)c2ccnc3ccccc23)c(=O)n(C)c1=O ?
Cav32 inh: 0.26

Results for CCC(c1nnnn1C1CCCCC1)N(Cc1ccco1)Cc1cc2ccc(OC)cc2[nH]c1=O (stereo unspecified) ?
Cav32 inh: -0.68

How did CCOCCOC(=O)C1=C(C)Nc2ccc(C)cc2S1 do in these assays?
Cav32 inh: -0.068

What do the screens show for `Cc1ccc(CNC(=O)C2CC(c3cc(C(F)(F)F)cc(C(F)(F)F)c3)=NO2)o1` (stereo unspecified)?
Cav32 inh: -0.18

What do the screens show for `O=C(c1ccco1)N(Cc1cc2ccccc2[nH]c1=O)C1CCCCC1`?
Cav32 inh: -0.027

What do the screens show for `CC1=C(C(=O)Nc2cccc(C)n2)C(c2ccc3c(c2)OCO3)C2=C(CC(c3ccco3)CC2=O)N1` (stereo unspecified)?
Cav32 inh: -2.5

How did CCOc1ccccc1Nc1nc(N)nc(CN(C)C2CCCCC2)n1 do in these assays?
Cav32 inh: 0.092

What do the screens show for `COC(=O)c1c(NS(=O)(=O)c2ccc3ccccc3c2)sc2c1CCCC2`?
Cav32 inh: -3.6

Structures above that have an aryl thioether with sulfur outside any ring:
Results for CCn1c(CNC(=O)c2ccccc2)nnc1SCC(=O)N1CCN(c2ccccc2)CC1 ?
Cav32 inh: 1.2

How did CSc1ccc2nnc(-c3cccc(F)c3)n2n1 do in these assays?
Cav32 inh: -0.41

How did CCCCOC(=O)CSc1nc(N)c(C#N)c(-c2ccc(OC)cc2)c1C#N do in these assays?
Cav32 inh: -0.26

Results for Cn1nnnc1SCC(=O)NC(=O)NCc1ccccc1 ?
Cav32 inh: -0.8

Other records.
Results for Cc1ccc(-c2csc(NC(=O)c3cccs3)n2)cc1 ?
Cav32 inh: -1.5

Results for CCc1nc(NCCCn2ccnc2)c2oc3ccccc3c2n1 ?
Cav32 inh: 1.7

What do the screens show for `CCOC(=O)/C(C#N)=C1\Nc2ccccc2N=C1N(CC(C)C)CC(C)C`?
Cav32 inh: -1.4

How did Cc1ccc(C(=O)N2CCC(C(=O)NCc3cccnc3)CC2)cc1 do in these assays?
Cav32 inh: 0.6

What do the screens show for `CC(C)c1cc(C(C)C)c(S(=O)(=O)N2c3ccccc3[C@]3(Br)C[C@H]4C(=O)N[C@@H](Cc5ccccc5)C(=O)N4[C@H]23)c(C(C)C)c1`?
Cav32 inh: -0.86

How did N/C(CC(=O)Nc1cccc(C(F)(F)F)c1)=N/O do in these assays?
Cav32 inh: 1.6

Results for COc1ccc(C)cc1S(=O)(=O)N(CC(=O)NCc1ccc(Cl)cc1)Cc1ccccc1 ?
Cav32 inh: -3.3

How did Cn1c(=O)n(Cc2ccccc2F)c2ccccc21 do in these assays?
Cav32 inh: -0.64

How did CCCCC1=CC2=CC(=O)C(C)(OC(=O)CC)C(=O)C2=CN1CCCCO (stereo unspecified) do in these assays?
Cav32 inh: -0.042

What do the screens show for `CCOc1ccc(-c2c(C)n([O-])c3c([n+]2=O)CCCC3)cc1`?
Cav32 inh: 0.4

What do the screens show for `CCN(CC)S(=O)(=O)c1cccc(C(=O)Nc2nc3cc4c(cc3s2)OCCO4)c1`?
Cav32 inh: -0.22

How did CC(C)C[C@H]1COCCS(=O)(=O)N1Cc1cccc(C(F)(F)F)c1 do in these assays?
Cav32 inh: -1.7

How did CC(=O)N1CCC(=O)N(C(C)C)c2ccccc21 do in these assays?
Cav32 inh: 0.36

What do the screens show for `COc1c(Cl)cnn(-c2ccc(C)cc2)c1=O`?
Cav32 inh: 0.48

What do the screens show for `Cc1ccc(S(=O)(=O)Cn2nnnc2C(c2ccccn2)N2CCN(c3ccccc3)CC2)cc1` (stereo unspecified)?
Cav32 inh: -1.9

Quoted at random: 3 entries already listed, in no set order.
How did Cn1c(=O)c(C(=O)CN2CCCc3ccccc32)c(N)n(Cc2ccccc2)c1=O do in these assays?
Cav32 inh: -4.1*

How did CC(C)c1nc(-c2ccccc2)c(-c2ccccc2)[nH]1 do in these assays?
Cav32 inh: 0.28

How did CCOc1ccccc1Nc1nc(N)nc(CN(C)C2CCCCC2)n1 do in these assays?
Cav32 inh: 0.092

(further entries)
Results for CCOC(=O)C(CC)Sc1ncnc2nc[nH]c12 (stereo unspecified) ?
Cav32 inh: -0.041

How did O=C(O)CCSCc1ccccc1F do in these assays?
Cav32 inh: 1.1

Results for CCCOc1ccc(C(=O)N2CCN(c3ccc(NC(=O)CC)cc3Cl)CC2)cc1 ?
Cav32 inh: -0.41

How did CCO[C@H]1OC(C(=O)N2CCN(Cc3ccccc3)CC2)=C[C@@H](C)[C@@H]1CCCO do in these assays?
Cav32 inh: -1.3

How did CN(CC(=O)NC1CCCCC1)S(=O)(=O)c1ccc(Cl)cc1 do in these assays?
Cav32 inh: 0.58

How did CCCCNC(=O)C1CC(c2ccc(C(F)(F)F)cc2)=NO1 (stereo unspecified) do in these assays?
Cav32 inh: 0.21

How did O=C(c1ccco1)N1CCN(CC2CC3C=CC2C3)CC1 (stereo unspecified) do in these assays?
Cav32 inh: -0.06

What do the screens show for `Cc1ccccc1-c1nc(CS(=O)(=O)CC(=O)N(C)C2CCCCC2)c(C)o1`?
Cav32 inh: -7.3*

Results for COc1ccc(C2NC(=O)NC(C)=C2C(C)=O)cc1 (stereo unspecified) ?
Cav32 inh: 0.09

What do the screens show for `CC(C)c1cc(C(=O)NCc2ccco2)no1`?
Cav32 inh: -0.47

Results for CCC(=O)NCCc1nc2cc(NC(=O)c3ccc(OC)cc3)ccc2n1C ?
Cav32 inh: 0.76

What do the screens show for `O=C(NCc1ccco1)c1cc(C(=O)C2CC2)c[nH]1`?
Cav32 inh: -0.037

What do the screens show for `COc1cc(C)c(/C=C/C(C)=C/C=C/C(C)=C/C(=O)O)c(C)c1C`?
Cav32 inh: 0.27

Results for CC(=O)N(CCP(=O)(c1ccccc1)c1ccccc1)Cc1ccco1 ?
Cav32 inh: 0.48

How did CC(=O)Nc1cc(C(=O)N2CCOCC2)ccc1S(=O)(=O)c1ccc(C)cc1 do in these assays?
Cav32 inh: 0.61

How did COc1ccc(C(=O)NCCNC(=O)c2cc(OCC(F)(F)F)ccc2OCC(F)(F)F)cc1 do in these assays?
Cav32 inh: 0.014

Results for COc1ccc2c(c1OC)C(=O)N1N=C(c3ccccc3)CC21 (stereo unspecified) ?
Cav32 inh: 1.5

Results for CCc1nc(NCC2CCCN2CC)c2nnn(Cc3ccccc3F)c2n1 (stereo unspecified) ?
Cav32 inh: 0.91

What do the screens show for `O=C(O)COc1ccccc1C1C2C(=O)N(c3ccc(F)cc3)C(=O)C2ON1c1ccccc1` (stereo unspecified)?
Cav32 inh: 0.19

Results for O=C(CSCCO)Nc1cccc2ccccc12 ?
Cav32 inh: 0.7

What do the screens show for `COc1ccc2[nH]c(=O)c(-c3nnn(-c4ccc(Cl)c(Cl)c4)n3)cc2c1`?
Cav32 inh: 0.43

What do the screens show for `O=C(Nc1ccc(F)cc1)c1oc2ccccc2c1NC(=O)C1CCCC1`?
Cav32 inh: 1

Results for CCCC(=O)Nc1ccc2oc(-c3ccc(OC)c(Br)c3)nc2c1 ?
Cav32 inh: 0.47

How did CCSc1ncc(/C=N/Nc2ccc(F)cc2)n1C do in these assays?
Cav32 inh: -1.8

What do the screens show for `COC(=O)C1=C(C)N(C)C(C)=C(C(=O)OC)C1c1ccc(F)c(Br)c1`?
Cav32 inh: -6.8*

What do the screens show for `COc1cc(C(=O)Nc2ccc(-n3cnnn3)c(C)c2)cc(OC)c1OC`?
Cav32 inh: -4.4*

How did CCOC(=O)N1CCN(C(=O)CN(c2cccc(OC)c2)S(C)(=O)=O)CC1 do in these assays?
Cav32 inh: 0.99

Results for Cc1ccnc2ccc(-c3nc4ccccc4o3)cc12 ?
Cav32 inh: 0.053

What do the screens show for `CCOC(=O)c1ccc(NC(=O)Nc2ccc3c4c(cccc24)C(=O)N3CC)cc1`?
Cav32 inh: 0.29

What do the screens show for `CCCN(CCC)C(=O)c1ccccc1C(=O)N(CCC)CCC`?
Cav32 inh: -1.1

Sorted by molar mass (lowest first): some entries from above
Results for Cc1ccnc2ccc(-c3nc4ccccc4o3)cc12 ?
Cav32 inh: 0.053

Results for O=C(CSCCO)Nc1cccc2ccccc12 ?
Cav32 inh: 0.7

What do the screens show for `O=C(Nc1ccc(F)cc1)c1oc2ccccc2c1NC(=O)C1CCCC1`?
Cav32 inh: 1

Results for CCCC(=O)Nc1ccc2oc(-c3ccc(OC)c(Br)c3)nc2c1 ?
Cav32 inh: 0.47

How did COc1ccc(C(=O)NCCNC(=O)c2cc(OCC(F)(F)F)ccc2OCC(F)(F)F)cc1 do in these assays?
Cav32 inh: 0.014

Following part.
Results for Cc1ccc(NC(=O)c2sc3nc4c(c(-c5ccco5)c3c2N)CCC4)cc1 ?
Cav32 inh: -2.2

Results for C=CCSc1nc(Cc2ccc(Cl)cc2)nc2ccccc12 ?
Cav32 inh: -1.5

How did COC(=O)C(Cc1ccccc1)NS(=O)(=O)c1ccccc1Br (stereo unspecified) do in these assays?
Cav32 inh: -0.015

What do the screens show for `CC1(C)CC(=O)N(CC(=O)NCc2ccccc2)c2ccccc2S1(=O)=O`?
Cav32 inh: 0.97

Results for COC(=O)c1oc2ccc(Br)cc2c1NC(=O)CN1CCN(C)CC1 ?
Cav32 inh: 0.38

What do the screens show for `O=C1c2ccccc2C(=O)N1CCSc1nncs1`?
Cav32 inh: 0.77

What do the screens show for `COc1ccc(CCC(=O)NCCc2cn3c(C)csc3n2)cc1`?
Cav32 inh: -0.45

How did Cc1nc2c(-c3ccccc3)c(C)nn2c(C)c1CC(=O)O do in these assays?
Cav32 inh: 1.1

What do the screens show for `CC(=O)c1ccc(OCCCN2CCCCC2)cc1`?
Cav32 inh: 0.19

How did O=C(CSc1nnc(C2CC2)n1-c1ccccc1)NCCc1ccccc1 do in these assays?
Cav32 inh: 0.58

Results for N#CC(=C1CCCC1)c1nc(-c2ccc(Cl)cc2)cs1 ?
Cav32 inh: 0.24

How did COc1ccc2c(c1)[nH]c1c(=O)n(CCc3cnc[nH]3)cnc12 do in these assays?
Cav32 inh: -0.08

How did COc1ccc(CCNC(=O)C2CCN(S(C)(=O)=O)CC2)cc1OC do in these assays?
Cav32 inh: 0.0034

How did CCOC(=O)Nc1ccccc1N1C(=O)c2ccccc2C1=O do in these assays?
Cav32 inh: 0.48

What do the screens show for `CCOC(=O)c1sc(N)nc1C(C)C`?
Cav32 inh: 0.15

How did CCc1ccc(C(=O)NCC2COc3ccccc3O2)o1 (stereo unspecified) do in these assays?
Cav32 inh: -0.045

What do the screens show for `Cc1cc(CC(C)C)n(-c2nc3ccccc3c(=O)n2OCC(N)=O)n1`?
Cav32 inh: 0.78

How did COC(=O)c1ccc(OCCN2C3=NCCN3c3ccccc32)cc1 do in these assays?
Cav32 inh: 0.19

Results for CCOC(=O)NC1(C(F)(F)F)C(=O)N(Cc2ccccc2)C2=C1C(=O)CC(C)(C)C2 (stereo unspecified) ?
Cav32 inh: 3.2

Results for COCn1c(-c2cccc(Br)c2)nc2ccccc21 ?
Cav32 inh: -0.38

How did COc1ccc2[nH]c(=O)c(C(c3nnnn3C3CCCC3)N3CCN(Cc4ccc5c(c4)OCO5)CC3)cc2c1 (stereo unspecified) do in these assays?
Cav32 inh: -1.5

Results for Cc1nc2ccc(N)cc2c(=O)n1Cc1ccc(Cl)cc1 ?
Cav32 inh: 0.39

What do the screens show for `Cc1c(Br)c([N+](=O)[O-])nn1CC(=O)NCc1ccccn1`?
Cav32 inh: 0.52

An excerpt; the hit share may differ from the screen's.
